# Granule exo inh: blocks lytic granule exocytosis; TALL-104 LAMP-1 surface exposure, flow cytometry; cells stimulated with thapsigargin and PMA; inhibition, % at 10 µM; hit rate 0.66% among 360,000;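 active means inhibition above about 55%, limit read from the data; inconclusive means no clear call, values can overlap the other calls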
# hiPSC survival: increases survival of single human iPS cells | hiPSC single-cell survival, ATPlite luminescence; 100% = ROCK inhibitor wells, 0% = DMSO | survival enhancement, % at 20 µM | hit rate 0.044% among 360,000 | AID 602274; in the data active means survival enhancement above about 18%;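 further: cells exposed to compounds for 16 hours before the ATP read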
# H9c2 protect: myocardial damage modulation in H9c2 cells. H9c2 cardiomyocytes, H2O2 injury protection, ATPLite, 2 h. protection from H2O2 cell death, % at 20 µM. hit rate 0.63% among 360,000. AID 588492;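 active means compounds giving at least 50% protection of heart cells from peroxide-induced death in the single-dose screen, raw or plate-pattern-corrected value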;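 further: 0% = DMSO wells with peroxide and 100% = DMSO wells without peroxide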
# aDG glyco act: alpha-DG glycosylation activation; activation, % at 10 µM; AID 624168; hit rate 0.22% among 360,000; Pro5-aDG cells, alpha-DG glycosylation AlphaScreen (IIH6); 0% Pro5, 100% B10-LARGE cell signal;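 active means activation of at least 8% versus controls, or a plate z-score of at least 8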;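 further: Pro5 are CHO cells carrying HIG-tagged alpha-DG that lacks glycosylation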
# N-glyco inh: blocks N-linked glycosylation in D54 reporter cells. D54 ERlucT glycosylation luciferase reporter, 24 h; percent of 100 nM tunicamycin response. reporter increase, % at 12.5 µM. hit rate 0.23% among 360,000. AID 588692;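 active means mean luciferase reporter signal, scaled so untreated is 0 and the glycosylation-blocking control 100, at or above a set limit in every replicate; inconclusive means mean reaches the limit but not every replicate does; inactive means mean below the limit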;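 further: luciferase carries N-glycosylation sites so blocking glycosylation raises the light; 0% = median of neutral control wells and 100% = median of 100 nM tunicamycin wells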
# MC4R antag cAMP: human MC4R antagonism in cAMP assay | hit rate 0.48% among 360,000 | MC4R-expressing cells, MTII-stimulated cAMP, LANCE TR-FRET | P32245 | AID 540295 | inhibition, % at 6.5 µM;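 active means inhibition above its plate's cutoff, the mean of tested wells on that plate plus 3 SD, cut at about 29% in these data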;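 further: 0% = Melanotan II alone and 100% = Melanotan II plus saturating MCL0020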
#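 System: U2OS-MC4R stable cell line; Technique: Eu-cAMP/anti-cAMP TR-FRET, emission 671 nm; Repeats: single well per compound; Also added: Melanotan II; Dosing: one concentration, 6.5 µM nominal; Schedule: 30-min compound, 1-h challenge, 1-h detection, room temperature.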
# MC4R barr agon: human MC4R agonism via beta-arrestin; U2OS MC4R beta-arrestin complementation, luminescence; percent of melanotan II response, DMSO zero; P32245; activation, % at 8.9 µM; hit rate 0.98% among 360,000;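 active means activation above a per-plate cutoff, the mean activation of sample wells on that plate plus 3 SD, cut at about 8% in these data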
# ABHD5-PLIN5 inh: ABHD5-PLIN5 protein interaction inhibition | Q00G26+Q8WTS1 | Split G. princeps luciferase complementation, luminescence, 4 h | inhibition, % at 4 µM | hit rate 0.78% among 360,000 | AID 602281;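 active means inhibition above the mean inhibition across every tested compound plus 3 SD, cut at about 22% in these data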;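 further: 0% = DMSO only wells and the 100% control is not disclosed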
# Target sequence (Q00G26 whole entry, looked up): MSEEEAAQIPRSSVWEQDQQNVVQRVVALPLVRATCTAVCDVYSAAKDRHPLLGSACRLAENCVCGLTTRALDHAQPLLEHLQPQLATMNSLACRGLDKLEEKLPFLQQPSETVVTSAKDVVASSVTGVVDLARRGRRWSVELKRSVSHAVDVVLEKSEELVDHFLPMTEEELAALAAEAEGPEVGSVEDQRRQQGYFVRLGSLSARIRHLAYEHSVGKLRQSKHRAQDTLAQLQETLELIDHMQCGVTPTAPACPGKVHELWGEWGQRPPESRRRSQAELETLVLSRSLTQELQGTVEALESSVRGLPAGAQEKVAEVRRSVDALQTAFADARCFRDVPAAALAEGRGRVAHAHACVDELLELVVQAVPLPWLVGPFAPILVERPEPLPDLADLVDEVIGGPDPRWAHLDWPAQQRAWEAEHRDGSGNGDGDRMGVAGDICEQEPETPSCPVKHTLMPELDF
# Target sequence (Q8WTS1 whole entry, looked up): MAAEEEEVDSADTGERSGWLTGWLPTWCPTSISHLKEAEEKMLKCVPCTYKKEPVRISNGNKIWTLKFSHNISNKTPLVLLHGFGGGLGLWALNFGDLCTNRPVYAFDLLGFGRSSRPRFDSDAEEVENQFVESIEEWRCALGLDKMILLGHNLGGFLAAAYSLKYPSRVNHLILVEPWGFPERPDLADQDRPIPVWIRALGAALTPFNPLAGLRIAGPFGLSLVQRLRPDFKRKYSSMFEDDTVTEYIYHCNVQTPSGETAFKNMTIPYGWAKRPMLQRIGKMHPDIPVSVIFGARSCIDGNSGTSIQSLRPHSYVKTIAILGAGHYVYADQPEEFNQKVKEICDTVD
# HTR2A ag: activates the mouse 5-HT2A serotonin receptor; P35363; CHO-K1 mHTR2A beta-arrestin complementation, luminescence; percent of 30 µM serotonin response; activation, % at 7.6 µM; hit rate 0.66% among 360,000;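 active means activation above a run cutoff, the mean activation of all tested compounds plus 3 SD, cut at about 14% in these data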;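 further: 0% = plate median of compound wells and 100% = 30 µM serotonin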
# ABCB6 inh MLPCN: inhibitors of human ABC transporter ABCB6; Q9NP58; K562-ABCB6 porphyrin accumulation, flow cytometry, 1 h; hits give low values; fluorescence ratio to DMSO, % at 10 µM; hit rate 0.19% among 360,000; AID 602162;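 active means fluorescence ratio to DMSO below 75%, the collection mean minus 3 SD; inconclusive means too few cells collected in the well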;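 further: signal is porphyrin accumulated inside mitochondria; 100% equals median channel fluorescence of DMSO control wells; lower ratio means ABCB6 inhibition with less porphyrin fluorescence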
# Numbers without * were called inactive; ? = inconclusive; nt = no result given.
cpd	molecule	ABCB6 inh MLPCN	N-glyco inh	H9c2 protect	HTR2A ag	aDG glyco act	MC4R antag cAMP	hiPSC survival	ABHD5-PLIN5 inh	Granule exo inh	MC4R barr agon
1	Cc1ccc(S(=O)(=O)Nc2ccc3c(c2)nc(CCN2CCN(c4ccccn4)CC2)n3C)cc1	95	-7	0	-14	0.3	-4	-0.4	13	1	-3.4
2	Cc1noc(C(=O)Nc2sc3c(c2C#N)CCC3)c1Cl	88	3	-26	-1	0.1	2	-1.1	3	15	-0.3
3	CC(=O)C[C@@H](O)CC(=O)[C@H]1OC(=O)CCCCCCCCc2ccccc21	99	-2	-4	1	0.2	4	2.2	-5	1	-0.2
4	COCCCn1c(=O)/c(=C\c2ccccc2OC(F)F)s/c1=C(/C#N)C(=O)NC(C)C	118	-2	15	2	-0.3	5	-1.0	-3	3	1.2
5	FC(F)(F)c1cc(-c2ccc3c(c2)OCO3)nc(NCc2ccco2)n1	91	-1	-23	3	1.7	2	0.5	13	3	0.2
6	CC(=O)Oc1ccc(N2C(=O)CC(N3CCOCC3)C2=O)cc1 (stereo not drawn)	103	0	1	-2	-0.1	0	-2.0	3	-1	0.7
7	Cc1cc[n+](-c2[nH]c(=O)sc2/C=N/N=C(\[O-])c2ccccc2)cc1C	100	2	2	-5	0.3	-23	0.0	-1	-4	-1.2
8	COc1ccc(NS(=O)(=O)c2ccc(N3CCOCC3)c(NC(=O)C(C)C)c2)cc1	91	3	-17	2	0.0	8	-0.6	-3	-2	-2.3
9	CCC(CO)Oc1cc(NC(=O)c2ccc(F)cc2)c2ncn(C(C)C)c2c1 (stereo not drawn)	94	-1	-3	1	0.3	11	-1.0	2	36	0.7
10	O=C(O)Cc1c(-c2ccccc2)c2cc(Cl)ccc2[nH]c1=O	98	2	4	0	0.0	6	-0.6	5	9	-1.5
11	O=C1OCCC1Sc1nc2ccccc2s1 (stereo not drawn)	97	3	-2	2	-0.1	1	0.2	-4	2	-0.3
12	O=C(O)c1cccc(NS(=O)(=O)c2cccc(C(=O)Nc3ccccc3[N+](=O)[O-])c2)c1	101	-1	6	0	0.0	1	-0.1	7	-2	-1.7
13	Cc1nc2cc(NC(=O)CSc3nc4c(C)cccc4cc3C#N)ccc2s1	97	4	-10	0	0.2	-2	0.6	1	2	-0.1
14	Cc1nc(NC(=O)COC(=O)CNC(=O)c2ccco2)c(Cl)cc1Cl	103	0	4	1	-0.1	12	0.1	-14	-2	-0.9
15	CC(Oc1ccccc1F)C(=O)Nc1ccc2ccccc2c1 (stereo not drawn)	87	-11	-6	-4	0.3	-4	0.2	-7	3	1.1
16	COc1ccccc1N1CCN(C(=O)CCC(=O)N2CCN(c3ccccc3OC)CC2)CC1	101	1	13	8	-0.1	16	-0.7	-4	4	-0.7
17	CC(C)(CNCc1ccccc1)NS(=O)(=O)c1ccc(Cl)cc1	91	-2	4	-8	0.1	6	-0.6	-7	-5	1.8
18	CCOC(=O)[C@]12CCCC=C1N(CCC1=CCCCC1)C(=O)[C@H](CC(=O)NCCCCc1ccccc1)C2	nt	nt	nt	4	-0.1	nt	nt	-4	12	nt
19	O=C(NCC(=O)N1CCC2(CC1)NCCc1[nH]cnc12)c1cccc(Cl)c1	95	2	-4	-3	-0.1	3	0.2	-6	2	-2.5
20	CCOc1ccc(-c2cc(C(=O)NCCOC)[nH]n2)c(C)c1	101	2	3	2	0.4	-1	-1.4	5	-3	-1.3
21	CCOC(=O)N1CCN(C(=O)CSc2ccc(-c3ccccc3OC)nn2)CC1	97	0	-6	-5	0.0	1	-1.1	-4	0	-2.0
22	COC1=CC(=O)OC(c2ccccc2C(F)(F)F)C1 (stereo not drawn)	nt	nt	nt	3	0.2	nt	nt	2	9	nt
23	Cc1cc(C)c(C)c(S(=O)(=O)NCc2ccc(C(=O)N3CCN(C)CC3)cc2)c1C	99	3	-1	-1	-0.3	5	-0.3	1	-3	-5.4
24	Cc1c(Cl)cccc1NC(=O)c1cccnc1	97	3	3	-3	-0.1	3	-0.2	0	-1	-1.6
25	COc1ccc(NC(=O)CN(Cc2ccccc2)S(C)(=O)=O)cc1	81	0	-4	-3	-0.2	-8	2.9	3	-5	-1.9
26	COc1cccc(CC2(CO)CCN(C(=O)NC3CCCCC3)CC2)c1	100	-3	-4	2	0.3	2	1.2	-1	-1	-2.3
27	Cn1cc(C[C@H](NC(=O)OC(C)(C)C)C(=O)N[C@@H](CO)Cc2ccccc2)c2ccccc21	100	0	9	2	0.0	7	2.1	-2	0	-1.1
28	C=CCc1ccc(OCc2ccc(C(=O)OC)o2)c(OC)c1	103	-7	-16	-4	0.3	2	0.4	3	-1	-2.1
29	CCCc1cc(=O)oc2c(C)c(OCC(=O)N3CCC(C(N)=O)CC3)ccc12	99	4	-3	2	0.0	16	3.0	-14	0	1.4
30	COc1cccc(C(C)(O)c2nc(-c3cccc(C(C)C)c3)cs2)c1 (stereo not drawn)	101	-1	-19	-2	0.0	4	-1.3	-6	7	-0.3

# Nothing new here: an excerpt of the list.
cpd	molecule	ABCB6 inh MLPCN	N-glyco inh	H9c2 protect	HTR2A ag	aDG glyco act	MC4R antag cAMP	hiPSC survival	ABHD5-PLIN5 inh	Granule exo inh	MC4R barr agon
1	Cc1ccc(S(=O)(=O)Nc2ccc3c(c2)nc(CCN2CCN(c4ccccn4)CC2)n3C)cc1	95	-7	0	-14	0.3	-4	-0.4	13	1	-3.4
2	Cc1noc(C(=O)Nc2sc3c(c2C#N)CCC3)c1Cl	88	3	-26	-1	0.1	2	-1.1	3	15	-0.3
3	CC(=O)C[C@@H](O)CC(=O)[C@H]1OC(=O)CCCCCCCCc2ccccc21	99	-2	-4	1	0.2	4	2.2	-5	1	-0.2
4	COCCCn1c(=O)/c(=C\c2ccccc2OC(F)F)s/c1=C(/C#N)C(=O)NC(C)C	118	-2	15	2	-0.3	5	-1.0	-3	3	1.2
5	FC(F)(F)c1cc(-c2ccc3c(c2)OCO3)nc(NCc2ccco2)n1	91	-1	-23	3	1.7	2	0.5	13	3	0.2
6	CC(=O)Oc1ccc(N2C(=O)CC(N3CCOCC3)C2=O)cc1 (stereo not drawn)	103	0	1	-2	-0.1	0	-2.0	3	-1	0.7

# (further entries)
cpd	molecule	ABCB6 inh MLPCN	N-glyco inh	H9c2 protect	HTR2A ag	aDG glyco act	MC4R antag cAMP	hiPSC survival	ABHD5-PLIN5 inh	Granule exo inh	MC4R barr agon
31	O=C1CC(c2ccsc2)Sc2ccccc2N1 (stereo not drawn)	95	1	0	1	-0.2	-6	-0.5	-4	0	-1.3
32	COc1cc(C(C(=O)NC2CCCC2)N(Cc2ccco2)C(=O)c2snc(C(N)=O)c2N)cc(OC)c1OC (stereo not drawn)	89	4	10	8	0.2	2	-0.6	2	-5	1.6
33	CCn1nc(C)c(/C=N/NC(=O)c2ccoc2C)c1C	96	-5	-10	-3	-0.4	-10	-0.7	1	?	5.2
34	CCOC(=O)C1=C(C)N=c2s/c(=C/c3ccccc3)c(=O)n2C1c1ccc(OC)c(OC)c1 (stereo not drawn)	95	-2	5	2	-0.9	16	-1.2	-3	-1	1.8
35	CC(C)=CCC/C(C)=C/CNC(=O)CC1C[C@H](C(=O)N2CCOCC2)[C@@]2(C)c3[nH]c4ccccc4c3CCN2C1=O (stereo partly drawn)	102	-2	-10	14	0.2	-8	2.3	0	14	0.2
36	CC(C)(C)c1ccc(OCC(O)CN2CCCC2)cc1 (stereo not drawn)	98	-1	1	-3	0.1	4	1.0	7	1	0.1
37	CCCCOC(=O)/C(=C\c1ccc([N+](=O)[O-])o1)NC(=O)c1ccccc1	98	5	-3	-4	0.4	5	-3.1	-4	1	-1.2
38	CC(=O)N1CCSc2ccc(S(=O)(=O)NCCc3ccc(Cl)cc3)cc21	100	1	-9	5	0.1	4	0.4	-12	2	2.4
39	COC(=O)c1ccc2nc(-c3ccc(Cl)cc3)c(Cc3cccc(Cl)c3)n2c1	123	nt	nt	-3	0.4	nt	-0.8	0	0	nt
40	O=[N+]([O-])c1cccc(NC(=S)N2CCN(S(=O)(=O)c3ccccc3)CC2)c1	92	2	-7	-1	0.5	7	-0.5	-3	-20	-3.5
41	CCCC(c1nnnn1Cc1ccc(OC)cc1)N1CCN(C(=O)c2ccco2)CC1 (stereo not drawn)	94	1	4	-1	-0.1	-2	-0.4	4	-2	0.2
42	CCCCS(=O)(=O)N1CCCC(C(=O)NCCc2ccccc2)C1 (stereo not drawn)	95	-1	-2	14	-0.1	-3	-0.1	1	-2	0.2
43	Cc1ccc(NC(=O)CSc2nc3c(c(=O)[nH]2)CCC3)c(C)c1	100	5	2	5	7.4*	-3	0.1	2	3	-1.0
44	O=C(CSc1ccc(Cl)cc1)Nc1ccc(N2CCN(C(=O)c3ccc(Cl)cc3)CC2)cc1	95	-7	-14	-3	-0.1	16	3.7	-4	-2	14*
45	O=S(=O)(NC1=NCCCCC1)c1ccc(Cl)cc1	95	0	1	7	-0.4	-1	1.4	5	-3	-0.3
46	Cc1ccc(OCCNC(=O)CNC(=O)c2ccc(C)c(C)c2)cc1	105	0	-9	-3	-0.2	0	-0.5	-14	11	-1.3
47	COC(=O)c1c(C)[nH]c(C(=O)C(C)OC(=O)c2cnc(C)cn2)c1C (stereo not drawn)	97	0	-4	-4	-0.2	5	0.1	1	4	-1.4
48	COC(=O)c1cn[nH]c1NC(=S)Nc1ccc(C)cc1Cl	97	-19	-22	-2	-0.3	-1	-2.5	2	2	-1.5
49	CSCCC(NC(=O)c1cccc(C)c1)C(=O)NNC(=O)c1cccs1 (stereo not drawn)	100	0	6	9	-0.2	-1	-0.4	5	5	-1.3
50	CC(=O)NC1=NC(=O)/C(=C/N2CCOCC2)S1	91	2	-7	0	-0.1	-3	4.5	0	-5	-1.5
51	CCCNC(=O)C(Cc1cccc(OC)c1)NC(=O)c1ccc(C#N)cc1 (stereo not drawn)	95	2	2	-1	-0.1	4	4.6	0	-1	-2.1
52	CCc1ccccc1OCC(=O)Nc1ccc2c(c1)OCCO2	95	-1	-4	-5	0.2	-2	0.1	-2	19	-2.2
53	COc1ccccc1-c1nc(SC)n[nH]1	105	1	-1	0	0.1	4	0.0	2	-3	-0.3
54	CCc1nc2ccc(C(=O)N3CCN(c4ccc(Cl)cc4)CC3)cc2nc1CC	90	5	-2	-4	0.4	-10	0.2	2	0	-0.6
55	Cc1cccc(OCC(=O)Nc2ccc3c(c2)C(=O)NC3=O)c1	80	2	-1	3	-0.5	2	0.4	8	5	0.2
56	O=C(Cn1c(=O)oc2ccccc21)N(Cc1ccccc1)C1CCS(=O)(=O)C1 (stereo not drawn)	85	1	1	3	0.0	11	3.5	0	-2	-1.6

# Screening results deposited in PubChem by several laboratories.

# Random draw from the library. About 4.5% of those tested had a hit in this group.
